# Assay outcomes from PubChem BioAssay.
# SIRT5 inh: blocks human SIRT5 desuccinylation of peptide; actives 1.1% (n = 330,000); inhibition, % at 15 µM; Q9NXA8; Purified SirT5, succinyl-peptide AMC, trypsin-coupled fluorescence; in the data active means inhibition above about 15%; inconclusive means no clear call, values can overlap the other calls
# Target sequence (Q9NXA8 whole entry, looked up): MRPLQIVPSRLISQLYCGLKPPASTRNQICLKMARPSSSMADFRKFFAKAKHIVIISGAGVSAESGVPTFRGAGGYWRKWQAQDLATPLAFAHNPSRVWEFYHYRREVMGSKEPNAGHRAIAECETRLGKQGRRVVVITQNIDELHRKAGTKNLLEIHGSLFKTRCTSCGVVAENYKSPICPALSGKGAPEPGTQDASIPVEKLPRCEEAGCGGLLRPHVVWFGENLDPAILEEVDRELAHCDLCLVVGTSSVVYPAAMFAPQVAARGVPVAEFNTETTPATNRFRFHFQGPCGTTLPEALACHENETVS
# PglD inh: inhibitors of Campylobacter jejuni PglD acetyltransferase. purified PglD enzyme, DTNB colorimetric CoA detection. inhibition, % at 12.5 µM. actives 0.098% (n = 360,000). AID 602405; in the data active means inhibition above about 16%, passing the limit was not always enough; inconclusive means no clear call, values can overlap the other calls; further: strong numbers were not always called active
# S100A4 inh HTS: inhibitors of human S100A4 binding to myosin IIA peptide; S100A4/TAMRA-MyoIIA peptide fluorescence polarization; inhibition, % at 10.7 µM; actives 0.14% (n = 360,000);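 active means mean inhibition of at least 70% across replicates, with every replicate also reaching that level; inconclusive means mean inhibition reaches 70% but some replicates fall short; inactive means mean inhibition below 70%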
# Target sequence (P26447 whole entry, looked up): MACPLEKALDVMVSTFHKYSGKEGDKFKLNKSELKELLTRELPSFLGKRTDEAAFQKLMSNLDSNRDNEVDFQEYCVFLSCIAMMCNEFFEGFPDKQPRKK
#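 Assay system: human S100A4 monomer with TAMRA-labelled myosin IIA peptide / Buffer or medium: Calcium-containing HEPES buffer, pH 7.2 / Reagent: TAMRA-labelled myosin IIA heavy-chain peptide probe, 5 nM / Compound: one dose per compound / Timing: polarization read 5 min after assay mix addition, stable 5–60 min / Benchmarks: neutral control DMSO, positive control TFP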
# DENV2 CPE rescue: protects cells from dengue virus 2 cytopathic effect; DENV2-infected cells, cytopathic effect rescue, plate reader; CPE inhibition, % at 9.99 µM; actives 1.7% (n = 350,000); in the data active means CPE inhibition above about 20%, passing the limit was not always enough; inconclusive means no clear call, values can overlap the other calls; tested in BHK-21 cells;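 further: 0% = median of neutral control wells and 100% = median of positive control wells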
# ERp5 inh: blocks human ERp5 reductase activity on insulin; actives 0.05% (n = 350,000); ERp5 insulin aggregation, absorbance 650 nm, 90 min; inhibition, % at 9.99 µM;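 active means mean replicate inhibition above about 25%, with every replicate also reaching it, limit read from the data, passing the limit was not always enough; inconclusive means only one of those two criteria met; inactive means neither criterion met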
# Target sequence (Q15084 whole entry, looked up): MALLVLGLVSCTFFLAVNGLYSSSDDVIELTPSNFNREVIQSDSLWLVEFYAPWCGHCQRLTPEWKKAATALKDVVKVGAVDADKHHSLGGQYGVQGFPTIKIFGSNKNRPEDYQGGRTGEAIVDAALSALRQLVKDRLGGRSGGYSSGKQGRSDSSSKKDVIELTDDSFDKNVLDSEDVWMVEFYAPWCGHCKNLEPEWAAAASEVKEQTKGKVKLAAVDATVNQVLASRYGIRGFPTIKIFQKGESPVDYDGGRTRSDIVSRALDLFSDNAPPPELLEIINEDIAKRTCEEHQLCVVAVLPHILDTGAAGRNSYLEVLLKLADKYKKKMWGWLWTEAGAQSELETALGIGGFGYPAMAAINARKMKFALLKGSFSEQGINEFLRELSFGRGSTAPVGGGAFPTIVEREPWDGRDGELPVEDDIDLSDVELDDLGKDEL
# E-sel inducer: E-selectin induction on HUVECs. HUVEC E-selectin immunofluorescence imaging; normalized: neutral wells 0, TNF-alpha wells 100. activation, % at 7.58 µM. actives 0.37% (n = 260,000). P16581. AID 686992;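 active means mean E-selectin-positive cell signal at least 10% of the positive control, reached in at least 60% of replicates, without over 20% cell loss; inconclusive means no rule given, readout overlaps actives, possibly toxicity-flagged; inactive means the rest, including those meeting only one limit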;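 further: in these data hits start at about 27%; measured in HUVEC primary endothelial cells; signal is the percent of cells scored E-selectin positive by PE staining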
#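 Assay system: HUVEC primary endothelial cells. Input: 3,000 HUVEC seeded per well. Doses: one compound dose added by pin transfer. Read-out basis: % PE-positive cells. Benchmarks: TNF-alpha high, DMSO low. Detection: immunofluorescence imaging. Buffer or medium: EGM-2, gelatin.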
# Statin myotox sup: protects C2C12 myotubes from simvastatin toxicity. ATP luminescence, 48 h; scaled: DMSO 0, geranylgeraniol control 100. rescue of ATP level, % at 7.49 µM. actives 0.78% (n = 330,000). AID 602340;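 active means mean ATP rescue above about 67%, or every replicate alone reaching that limit, limit read from the data, passing the limit was not always enough; inconclusive means no clear call, values can overlap the other calls; inactive means mean under the limit and some replicate under it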;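 further: myotubes were challenged with 10 µM simvastatin during compound exposure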
# Numbers without * were called inactive; u = inconclusive; x = not tested or not shown.
# Values run as follows: DENV2 CPE rescue	PglD inh	E-sel inducer	SIRT5 inh	ERp5 inh	S100A4 inh HTS	Statin myotox sup
C[C@H](CO)N1C[C@H](C)[C@H](CN(C)C(=O)c2cccnc2)Oc2ncc(-c3ccc(F)cc3)cc2C1=O
 : 17	0	0.0	-3	-5	-1	15
CN(C)S(=O)(=O)c1ccc(NC(=O)CN2CCCCCC2)cc1
 : -5	3	-0.1	-2	1	14	3
O=C(O)c1cccc(Nc2nc(C(F)(F)F)nc3ccccc23)c1
 : -2	x	-4.1	2	-5	2	x
CN1C(=O)c2cc(NC(=O)Cc3cccs3)ccc2OC[C@@H]2O[C@H](CC(=O)NCCCN3CCOCC3)CC[C@@H]21
 : 9	-3	0.5	1	-4	8	-60
CC(=O)NC(=S)NNC(=O)c1ccc(Br)cc1
 : -5	x	x	-2	2	3	x
COc1cccc(-c2cc(C(=O)Nc3cccnc3)c3ccccc3n2)c1
 : -10	11	-0.6	2	-1	5	6
COc1ccc2c3c([nH]c2c1)[C@@H](CO)N(C(=O)C1CCOCC1)CC31CCN(C(=O)NC(C)C)CC1
 : 6	x	-0.4	7	-2	-8	x
CN(c1ccc(F)cc1)S(=O)(=O)c1ccc(Cl)c(C(=O)OCC(=O)NCc2ccco2)c1
 : -6	5	1.1	-10	-1	-3	-5
N#C[C@@H]1[C@H](c2ccccc2-c2ccccc2F)[C@@H](CO)N1C(=O)C1CCOCC1
 : -8	x	0.1	2	6	5	x
CS(=O)(=O)Nc1nnc(C2CCCC2)s1
 : -7	x	0.2	-2	5	2	x
COc1ccc([Si](C)(C)[C@H]2[C@H](CCn3cc(CCO)nn3)O[C@@]3(C(=O)N(C)c4ccccc43)[C@@H]2C)cc1
 : -10	2	x	4	1	-1	x
COc1cc([N+](=O)[O-])ccc1NC(=S)NC(=O)CC(C)(C)C
 : -1	x	-3.5	-3	3	-2	x
Nn1c(-c2ccccc2)cc(-c2ccccc2)cc1=O
 : 4	0	0.0	x	1	-3	10
CC1(c2cccc(Br)c2)NC(=O)N(CC(=O)Nc2ccc(F)cc2)C1=O (centres undefined)
 : 11	-2	x	-4	1	1	-5
CN(C)CCN(C(=O)c1ccc(N2C(=O)CCC2=O)cc1)c1nc2cc3c(cc2s1)OCO3
 : 7	2	-0.4	0	8	0	x
C=CCOc1ccc(/C=C2/C(=O)ON=C2C)cc1OC
 : 1	-5	0.0	-2	0	-3	-3
CC(C)Cn1c(-c2ccco2)nc2c(c(=O)c3ccccc3n2C)c1=O
 : -1	x	6.9	2	4	5	x
CC(C)C(=O)N1CCC2(CC1)Oc1ccc(F)cc1C(=O)C21CC(c2ccccc2)=NO1 (centres undefined)
 : 8	4	-0.1	x	1	-2	-6
CCN(CC)C(=O)CSc1nc(-c2ccccc2)cc(=O)[nH]1
 : -5	x	0.1	-3	-3	-2	12
COc1ccc(S(=O)(=O)Nc2ccc3c(c2)C(=O)N([C@@H](C)CO)C[C@@H](C)[C@@H](CN(C)S(=O)(=O)c2c(C)noc2C)OCCCC[C@@H](C)O3)cc1
 : -3	-2	x	3	10	1	x
O=C(Nc1cccc(F)c1)N1CC(=O)N2[C@@H](CO)[C@H](c3ccc(-c4ccc(F)cc4)cc3)[C@@H]2C1
 : u	x	0.3	3	-1	7	x
COc1ccc(S(=O)(=O)N(C)C[C@H]2Oc3c(NS(=O)(=O)c4ccc(Cl)cc4)cccc3C(=O)N([C@H](C)CO)C[C@H]2C)cc1
 : u	-2	-0.3	x	x	x	-36
NS(=O)(=O)c1ccc(CCNC(=O)c2cc(=O)[nH]c3ccccc23)cc1
 : 17	-3	x	-4	3	-2	-10
Nc1nnnn1/N=C/c1ccccc1O
 : -3	x	-0.2	4	0	-4	x
CC(=O)Nc1ccc2c(c1)C(=O)N(C)[C@H]1CC[C@H](CC(=O)NCc3ccccc3)O[C@@H]1CO2
 : -3	-1	0.0	-5	-2	-19	-8
COc1ccc(S(=O)(=O)Nc2ccc3c(c2)[C@@H]2C[C@H](CC(=O)NCC4CC4)O[C@H](CO)[C@@H]2O3)cc1
 : -7	-2	0.1	-1	-3	-25	-7
Cc1n[nH]c(=O)nc1N/N=C/c1ccco1
 : x	x	x	2	1	0	x
COCC(=O)N(C)C[C@H]1Oc2ncc(C#CC3(O)CCCC3)cc2C(=O)N([C@H](C)CO)C[C@@H]1C
 : -10	0	1.0	1	1	12	6
O=C(Cc1cccs1)Nc1nc(-c2cccnc2)cs1
 : -3	-1	1.8	-1	3	1	-13
C[C@@H]1CN([C@@H](C)CO)C(=O)c2cc(NC(=O)Cn3cnnn3)ccc2O[C@@H]1CN(C)Cc1ccc(C(=O)O)cc1
 : 2	1	x	-1	-2	1	0
CCCS(=O)(=O)Nc1cccc(-c2nc3cccnc3s2)c1
 : 2	-2	7.0	-4	1	-1	13
Cc1ccc(NS(=O)(=O)c2c(C(=O)N3CCOCC3)c(C)n(C)c2C)cc1
 : -4	2	1.2	3	7	-1	-2
O=C1C(NS(=O)(=O)c2cccs2)=C(N2CCOCC2)C(=O)c2ccccc21
 : -1	6	x	0	-2	5	3
CN(C)c1ccc(CNc2nc3cc(-c4ccc(F)cc4)sc3c(=O)n2C)cc1
 : u	1	-0.1	x	1	-5	0
CC(C)NC(=O)N(C)C[C@H]1Oc2ccc(NC(=O)c3ccncc3)cc2CC(=O)N([C@H](C)CO)C[C@@H]1C
 : u	4	13	-2	-2	3	0
CCOC(=O)CC(NC(=O)Cn1nnc(-c2ccccc2)n1)c1ccc(OC)cc1 (centres undefined)
 : -5	-2	-1.1	-2	-3	0	9
CN(c1ccccc1)S(=O)(=O)c1cccc(C(=O)Nc2ccc3c(c2)CCC3)c1
 : -8	0	x	x	10	2	-1
O=C(COC(=O)c1cc(=O)[nH]c2ccccc12)NCc1ccccc1Cl
 : -3	8	-0.3	-6	2	0	-3
CCOC(=O)c1ccc(NC(=O)N2CCN(Cc3cccc(F)c3)CC2)cc1
 : -1	x	x	10	-8	1	x
CCOc1ccccc1N(CC(=O)NC1CCCC1)C(=O)CNC(=O)c1cccs1
 : 5	0	0.4	-8	0	-2	18
Cc1ccc(S(=O)(=O)NCC2CCC(C(=O)NCCCN3CCCC3=O)CC2)cc1 (centres undefined)
 : 8	2	2.1	1	0	1	-6
CCC(C)NC(=O)Cn1cc2c(n1)CCC(C)C2 (centres undefined)
 : 14	7	-0.1	x	4	0	7
CCC(c1nc2ccccc2[nH]1)n1c(=O)c(-c2ccco2)nc2ccccc21 (centres undefined)
 : 17	x	0.2	-1	0	-37	x
CNC[C@@H]1OCCCC[C@@H](C)Oc2ccc(NC(=O)CCC(F)(F)F)cc2C(=O)N([C@@H](C)CO)C[C@H]1C
 : u	1	0.1	-2	2	-15	-17
NS(=O)(=O)c1ccc(N/N=C/c2ccc3c(c2)OCO3)c([N+](=O)[O-])c1
 : 1	x	2.9	1	2	1	x
O=c1[nH]c2cc3ccccc3cc2nc1-c1nnnn1Cc1ccccc1
 : 4	x	5.6	0	0	11	x
C[C@H](CO)N1C[C@H](C)[C@H](CN(C)S(=O)(=O)c2ccccc2)Oc2c(NC(=O)C3CC3)cccc2C1=O
 : u	1	0.1	-4	4	13	-15
COc1ccc(NS(=O)(=O)c2ccc(Cl)c(NC(=O)c3ccccc3F)c2)cc1
 : 14	1	-0.4	x	-1	-2	-13
Cc1ccc(S(=O)(=O)N2CCCCC2)cc1NC(=O)CSc1nnc(C2CC2)n1N
 : 0	-3	x	-9	3	-3	0
COc1ccc2c3c([nH]c2c1)[C@@H](CO)N(C(=O)NC(C)C)CC31CN(C(=O)c2ccncc2)C1
 : 3	x	0.3	-1	8	-2	x
CC1(c2ccc(O)cc2)NC(=O)N(c2ccccc2)N1 (centres undefined)
 : -8	-2	x	1	2	0	-2
C[C@H](CO)N1C[C@H](C)[C@@H](CN(C)Cc2ccc(Cl)c(Cl)c2)Oc2ccc(NC(=O)Cn3cnnn3)cc2CC1=O
 : 0	-4	0.0	2	-3	-5	89*
Cc1ccnc(NC(=O)CCC(=O)N(CC(=O)NCc2ccccc2)Cc2ccco2)c1
 : -3	x	x	-3	-1	6	x
O=C(Cc1ccccc1)N1CC(=O)N2[C@H](C1)[C@@H](c1ccc(C3=CCCC3)cc1)[C@@H]2CO
 : 3	x	0.1	1	3	5	x
CCCCN1C(=O)C(CC(=O)NC2CCCCC2)CC(C(=O)N2CCOCC2)=C1C (centres undefined)
 : -5	6	u	0	1	1	-1
CN1c2ccc(-c3ccc(C#N)cc3)cc2[C@@H]2[C@@H](CCN2C(=O)CN2CCOCC2)[C@@H]1CO
 : -17	0	-0.5	x	x	x	9

# Part of the list above, in CSV form.
SMILES,DENV2 CPE rescue,PglD inh,E-sel inducer,SIRT5 inh,ERp5 inh,S100A4 inh HTS,Statin myotox sup
CCC(C)NC(=O)Cn1cc2c(n1)CCC(C)C2 (centres undefined),14,7,-0.1,x,4,0,7
CCC(c1nc2ccccc2[nH]1)n1c(=O)c(-c2ccco2)nc2ccccc21 (centres undefined),17,x,0.2,-1,0,-37,x
CNC[C@@H]1OCCCC[C@@H](C)Oc2ccc(NC(=O)CCC(F)(F)F)cc2C(=O)N([C@@H](C)CO)C[C@H]1C,u,1,0.1,-2,2,-15,-17
NS(=O)(=O)c1ccc(N/N=C/c2ccc3c(c2)OCO3)c([N+](=O)[O-])c1,1,x,2.9,1,2,1,x
O=c1[nH]c2cc3ccccc3cc2nc1-c1nnnn1Cc1ccccc1,4,x,5.6,0,0,11,x
C[C@H](CO)N1C[C@H](C)[C@H](CN(C)S(=O)(=O)c2ccccc2)Oc2c(NC(=O)C3CC3)cccc2C1=O,u,1,0.1,-4,4,13,-15
COc1ccc(NS(=O)(=O)c2ccc(Cl)c(NC(=O)c3ccccc3F)c2)cc1,14,1,-0.4,x,-1,-2,-13
Cc1ccc(S(=O)(=O)N2CCCCC2)cc1NC(=O)CSc1nnc(C2CC2)n1N,0,-3,x,-9,3,-3,0
COc1ccc2c3c([nH]c2c1)[C@@H](CO)N(C(=O)NC(C)C)CC31CN(C(=O)c2ccncc2)C1,3,x,0.3,-1,8,-2,x
CC1(c2ccc(O)cc2)NC(=O)N(c2ccccc2)N1 (centres undefined),-8,-2,x,1,2,0,-2
C[C@H](CO)N1C[C@H](C)[C@@H](CN(C)Cc2ccc(Cl)c(Cl)c2)Oc2ccc(NC(=O)Cn3cnnn3)cc2CC1=O,0,-4,0.0,2,-3,-5,89*
Cc1ccnc(NC(=O)CCC(=O)N(CC(=O)NCc2ccccc2)Cc2ccco2)c1,-3,x,x,-3,-1,6,x
O=C(Cc1ccccc1)N1CC(=O)N2[C@H](C1)[C@@H](c1ccc(C3=CCCC3)cc1)[C@@H]2CO,3,x,0.1,1,3,5,x
CCCCN1C(=O)C(CC(=O)NC2CCCCC2)CC(C(=O)N2CCOCC2)=C1C (centres undefined),-5,6,u,0,1,1,-1
CN1c2ccc(-c3ccc(C#N)cc3)cc2[C@@H]2[C@@H](CCN2C(=O)CN2CCOCC2)[C@@H]1CO,-17,0,-0.5,x,x,x,9

# This is a subset, so the mix of outcomes need not match the whole.
